CAL PDZ FP-1: CAL PDZ peptide-binding inhibitors, primary screen, biochemical, fluorescence polarization, Cer-tagged CAL PDZ, HTS; purified CAL PDZ, TMR-peptide fluorescence polarization, 1 h; inhibition, % at 20 µM; 330,000 tested, 0.02% active; AID 504414, 2011;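 active = highest replicate inhibition of at least 40%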;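 note: plate controls were DMSO neutral control wells for no effect and unlabeled competitor peptide control wells for full effect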
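Test system: tagged CAL PDZ domain / Buffer or medium: sodium phosphate/NaCl buffer pH 7.4 with TCEP, IgG, Thesit / Reagent: TMR-labelled reporter peptide T*-PRC34 bound in PDZ groove / Compound dosing: single point, 20 µM / Schedule: 1 h incubation at room temperature before polarization reading / Technique: fluorescence polarization (mP) / Benchmarks: unlabelled peptide, DMSO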
NSD2 HMT inh: NSD2 histone methyltransferase inhibitors, primary screen, biochemical, AlphaScreen, single concentration, set 2; Histone-lysine N-methyltransferase NSD2 (Homo sapiens), O96028; NSD2 peptide methylation, 120 min; inhibition, % at 12.5 µM; 310,000 tested, 0.54% active; in the data active = inhibition above about 50%
Rtt109 HAT inh: inhibitors of C. albicans Rtt109/Vps75 HAT, primary screen, biochemical, ThioGlo CoA-SH fluorescence, plate reader | purified Rtt109/Vps75, 4 h | inhibition, % at 34.9 µM | AID 540336, 2011 | 330,000 tested, 0.16% active;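 active = inhibition of at least 50% in every replicate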
Target sequence (Q5AAJ8 whole entry, looked up): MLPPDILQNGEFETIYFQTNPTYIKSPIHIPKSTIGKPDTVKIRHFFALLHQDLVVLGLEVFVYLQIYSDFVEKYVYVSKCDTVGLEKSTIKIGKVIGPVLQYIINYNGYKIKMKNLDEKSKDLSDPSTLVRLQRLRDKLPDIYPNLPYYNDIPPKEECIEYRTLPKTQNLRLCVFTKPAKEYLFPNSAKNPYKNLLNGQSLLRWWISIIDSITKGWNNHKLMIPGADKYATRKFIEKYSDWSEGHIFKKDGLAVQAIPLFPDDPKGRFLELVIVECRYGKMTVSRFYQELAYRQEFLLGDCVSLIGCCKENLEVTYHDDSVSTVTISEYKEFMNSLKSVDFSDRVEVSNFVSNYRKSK
PfHsp90 set2: growth inhibition of PfHsp90-expressing yeast, primary screen, antimalarial PfHsp90 inhibitor project, S. cerevisiae, BacTiter-Glo luminescence, single point, set 2; inhibition, % at 9.4 µM; 310,000 tested, 0.32% active; BacTiter-Glo ATP, 48 h; yeast lacking PDR1 and PDR3 efflux regulators;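 active = every replicate shows inhibition above about 80%, whatever the replicate mean, limit read from the data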;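 note: 0% = DMSO neutral controls and 100% = 20 µM radicicol positive controls; yeast relying on Plasmodium falciparum Hsp90 in place of its own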
SR-BI HDL uptake: inhibitors of SR-BI mediated HDL lipid uptake, primary screen, ldlA[mSR-BI] cells, fluorescence, single point. Scavenger receptor class B member 1 (Mus musculus), Q61009. ldlA[mSR-BI] CHO cells, DiI-HDL uptake fluorescence, 3 h. inhibition, % at 12.5 µM. 320,000 tested, 0.96% active. AID 488896, 2010;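 active = mean replicate inhibition of at least 70% and a set share of replicates each scoring 70 or more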;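 note: 0% = median of neutral control wells and 100% = median of positive control wells; values of inactives mirror those of a sister screen read the other way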
MITF TRPM1 HTS: activators of MITF-driven TRPM1 promoter reporter, primary screen, cell-based, SK-MEL-5, luciferase, single point; activation, % at 12.5 µM; SK-MEL-5 TRPM1-promoter luciferase, 24 h; % of positive control, neutral wells = 0; 300,000 tested, 0.75% active;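 active = mean activation of at least 80% with every replicate also reaching 80%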;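 note: 0% = neutral control wells and 100% = parthenolide positive control wells; values of inactives mirror those of a sister screen read the other way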
PvdQ inh: P. aeruginosa PvdQ acylase inhibitors, primary screen, biochemical, fluorescence, plate reader and imaging, single point; PvdQ acylase [Pseudomonas aeruginosa LESB58]; purified PvdQ acylase; inhibition, % at 10 µM; 340,000 tested, 0.063% active; AID 488965, 2010; in the data active = inhibition above about 30%, passing the limit was not always enough;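 note: 0% = vehicle neutral wells and 100% = reference inhibitor wells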
SR-BI DiI-HDL act: activators of SR-BI mediated DiI-HDL uptake, primary screen, ldlA[mSR-BI] CHO cells, DiI fluorescence | 3 h; 100 = double the neutral-control signal | activation, % at 12.5 µM | 320,000 tested, 0.096% active;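 active = mean replicate activation of at least 60% and every replicate at or above 60%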;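 note: 0% = median plate neutral-control signal and 100% = twice that signal; values of inactives mirror those of a sister screen read the other way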
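System: CHO ldlA[mSR-BI] cells / Medium: HEPES-buffered (25 mM, pH 7.4) F12 plus 0.5% BSA / Probe or stimulus: labelled HDL, 10 µg/mL / Doses: single compound concentration, delivered by pin transfer / Schedule: 3 h, 37 °C / Measured by: DiI fluorescence, bottom read / Measure: cell-associated DiI fluorescence as measure of HDL uptake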
dFosB act: activators of delta FosB homodimer, primary screen, biochemical, fluorescence polarization, TAMRA-CDK5 oligo, single point | Protein FosB (Mus musculus), P13346 | purified delta FosB; percent of positive-control signal above neutral wells | activation, % at 25 µM | 340,000 tested, 0.99% active | AID 493131, 2011;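 active = mean activation above about 17%, with every replicate also reaching it, limit read from the data, passing the limit was not always enough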;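 note: fluorescence polarization rise as delta FosB binds a TAMRA Cdk5 AP-1 oligo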
Target sequence (P13346 whole entry, looked up): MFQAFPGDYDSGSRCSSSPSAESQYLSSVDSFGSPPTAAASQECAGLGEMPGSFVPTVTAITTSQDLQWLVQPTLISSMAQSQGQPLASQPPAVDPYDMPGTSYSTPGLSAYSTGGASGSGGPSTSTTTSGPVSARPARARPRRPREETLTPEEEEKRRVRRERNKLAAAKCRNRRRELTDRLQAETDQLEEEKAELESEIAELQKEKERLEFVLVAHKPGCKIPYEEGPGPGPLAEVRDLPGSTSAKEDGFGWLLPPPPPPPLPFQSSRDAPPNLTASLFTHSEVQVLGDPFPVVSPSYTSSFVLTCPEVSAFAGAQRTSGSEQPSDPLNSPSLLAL
CAL PDZ FP-2: untagged CAL PDZ binding inhibitors, primary screen, biochemical, fluorescence polarization, HTS; purified CAL PDZ, TMR-peptide fluorescence polarization, 1 h; inhibition, % at 24.9 µM; 300,000 tested, 0.92% active; AID 602252, 2012;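 active = mean inhibition of at least 30% with at least half of replicates also reaching 30%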;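 note: 0% = DMSO neutral control and 100% = excess unlabeled competitor peptide PRC23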
Starred values were filed as active, the others as inactive; x = not tested or not shown.

SMILES	CAL PDZ FP-1	NSD2 HMT inh	Rtt109 HAT inh	PfHsp90 set2	SR-BI HDL uptake	MITF TRPM1 HTS	PvdQ inh	SR-BI DiI-HDL act	dFosB act	CAL PDZ FP-2
Cc1ccc2c(c1)NC(c1cccs1)C1=C(CC(C)(C)CC1=O)N2 (stereo unspecified)	-0.9	15	-32	8	24	1	-6	-24	2	0
O=c1[nH]c2c(=O)[nH]cnc2nc1-c1ccccc1	-0.9	0	1	21	3	x	-9	-3	6	-1
COc1ccc(-c2nc(CSCC(=O)NCCCN3CCCC3=O)c(C)o2)cc1OC	-2.3	-1	-4	21	-3	1	-9	3	0	-1
C=CCOc1c(Cl)cc(CNc2ccc3[nH]c(=O)[nH]c3c2)cc1OC	-1.0	5	-5	12	-2	-25	-9	2	-3	-5
COc1ccc(NC2CCCN(C(=O)c3cccnc3SC)C2)cc1OC (stereo unspecified)	0.7	0	1	7	-16	-4	4	16	-5	x
Nc1ccccc1C(=O)NNc1ncc(C(F)(F)F)cc1Cl	-1.4	0	-9	x	-3	-1	-11	3	2	x
CCOC(=O)CN1N=C(/C=C/c2ccc(OCC)cc2)CCC1=O	-2.9	4	-3	-80	-7	10	-12	7	-2	-2
COc1ccc(OCCSc2nnc(C(C)NC(=O)c3ccccc3F)n2C)cc1 (stereo unspecified)	-1.3	1	8	2	11	-9	-20	-11	-6	107*
COc1cc(/C=C(\C#N)C(=O)NC(C)C)cc(Cl)c1O	-0.5	x	16	x	x	-19	20	x	-2	4
CC[C@@]1(C(=O)OC)N[C@H](CN(C)C(=O)c2ccc(F)cc2)[C@@H]2C(=O)N(C)C(=O)[C@@H]21	1.2	x	-7	14	-11	-4	-8	11	-1	-1
COc1cc(/C=N/NC(=S)NC2CC3CC2C2C=CCC32)ccc1O (stereo unspecified)	-0.2	4	16	-12	73*	x	9	-73	0	5
O=C(Nc1cccc(-c2ccc(N3CCCCC3)nn2)c1)C(F)(F)F	-3.1	-2	-34	20	31	-63	-13	-31	-1	-4
CC(=O)N1CCCc2cc(S(=O)(=O)N3CCCC(C(=O)NCc4ccccc4)C3)ccc21 (stereo unspecified)	-0.1	-4	1	-38	-25	-12	-5	25	-11	x
CC(=O)c1ccc(S(=O)(=O)NCCCC(=O)N(C)Cc2ccc3c(c2)OCO3)cc1	-0.2	x	-6	-13	-24	-5	-16	24	-3	x
COc1ccccc1C1NC(=O)NC(C)=C1C(=O)OC1CCCCC1 (stereo unspecified)	-1.3	x	-12	9	-5	x	15	5	-9	-4

Random excerpt: 4 records from the list, in no set order.
SMILES	CAL PDZ FP-1	NSD2 HMT inh	Rtt109 HAT inh	PfHsp90 set2	SR-BI HDL uptake	MITF TRPM1 HTS	PvdQ inh	SR-BI DiI-HDL act	dFosB act	CAL PDZ FP-2
COc1ccc(NC2CCCN(C(=O)c3cccnc3SC)C2)cc1OC (stereo unspecified)	0.7	0	1	7	-16	-4	4	16	-5	x
Nc1ccccc1C(=O)NNc1ncc(C(F)(F)F)cc1Cl	-1.4	0	-9	x	-3	-1	-11	3	2	x
O=C(Nc1cccc(-c2ccc(N3CCCCC3)nn2)c1)C(F)(F)F	-3.1	-2	-34	20	31	-63	-13	-31	-1	-4
COc1ccc(OCCSc2nnc(C(C)NC(=O)c3ccccc3F)n2C)cc1 (stereo unspecified)	-1.3	1	8	2	11	-9	-20	-11	-6	107*

Next section.
SMILES	CAL PDZ FP-1	NSD2 HMT inh	Rtt109 HAT inh	PfHsp90 set2	SR-BI HDL uptake	MITF TRPM1 HTS	PvdQ inh	SR-BI DiI-HDL act	dFosB act	CAL PDZ FP-2
Cc1ccc(NC(=O)Cn2ncc3ccccc32)c(Cl)c1	0.0	12	-1	-9	4	38	-3	-4	-11	-2
O=C(CC(c1ccccc1)c1cc(Br)ccc1O)NCc1ccco1 (stereo unspecified)	-1.7	2	6	15	45	-8	-19	-45	-3	-3
CCCCN(C(=O)c1cc2c(s1)CCC2)c1c(N)n(CCC)c(=O)[nH]c1=O	-0.2	-3	7	-21	-5	-6	-14	5	-11	x
COc1ccc(C(CC(=O)NCc2ccccc2)Sc2n[nH]c(-c3ccc(Cl)cc3)n2)cc1 (stereo unspecified)	-1.2	1	3	-12	-28	-7	-5	28	-9	-4
COc1nccnc1NS(=O)(=O)c1ccc(NCc2ccccc2O)cc1	-1.0	8	7	-2	3	2	6	-3	-5	0
COC(=O)c1c(NC(=O)C2(C)Cc3ccccc3C(=O)O2)sc2c1CCCC2 (stereo unspecified)	-2.8	x	2	-2	41	0	10	-41	-11	-3
CN(C)/C=N/C(=S)Nc1ccc(Cl)cc1	-0.7	-1	3	-8	-5	63	-9	5	-7	-8
COc1nc(N=C(N)N)nc2c(C)cccc12	-5.1	2	2	4	12	x	-5	-12	-15	-1
O=C(Nc1ccc(S(=O)(=O)Nc2ccccn2)cc1)C(F)(F)F	-0.3	0	-1	0	-6	5	-5	6	-2	x
COc1cc([N+](=O)[O-])ccc1NC(=O)COC(=O)C=C(C)C	-1.4	1	-3	6	10	-14	2	-10	-9	4
CC(C)CC(=O)c1c[nH]c(C(=O)N2CCN(Cc3ccccc3)CC2)c1	-1.5	-4	4	20	-20	5	-6	20	1	80*
Cc1cc(C)cc(N(C(=O)c2csnn2)C(C(=O)NC2CCCC2)c2ccccn2)c1 (stereo unspecified)	-1.5	2	7	3	10	-4	1	-10	2	-3
Oc1[nH]c2ccc(Br)cc2c1N=Nc1nn[nH]n1	-4.5	2	-12	-2	x	-2	-3	x	0	-5
CCn1c(SCC(=O)Nc2nccs2)nnc1-c1ccccn1	-0.3	9	0	-6	-20	-12	-11	20	-3	11
COP1(=O)C[C@@H](O)[C@@H](O)[C@@H](COCc2ccccc2)O1 (stereo partly specified)	0.5	x	3	10	-2	-1	-11	2	4	-3
CNC(=O)COc1ccc2oc3c(c2c1)CCCC3	-3.0	-3	-6	-38	x	x	-7	x	-5	-2
CCn1c2ccc(C)cc2c2nnc(SCCN3CCCCC3)nc21	-0.7	4	13	28	3	9	4	-3	-16	-5
Cc1cc(C)n(C(=O)c2ccc([N+](=O)[O-])cc2Cl)n1	0.2	-1	3	-21	11	0	-5	-11	0	x
CN(c1ccc(OCC(=O)OCC(=O)Nc2ccc(OC(F)F)cc2)cc1)S(=O)(=O)c1cccs1	-1.3	0	2	-8	8	10	-17	-8	4	-8
Cc1ccc(NC(=O)c2noc(C(C)C)c2[N+](=O)[O-])cc1	-2.4	0	x	-16	-12	-10	-15	12	-4	-4
CNC(=S)NNC(=O)Cc1ccc(OC)cc1	-5.0	-2	2	-2	-12	x	-10	12	-10	1
O=C(Nc1cccc(-c2csc(Nc3cccc(C(F)(F)F)c3)n2)c1)c1cc([N+](=O)[O-])cc(C(F)(F)F)c1	0.7	x	-7	6	107*	-35	-7	-107	-2	-4
CC1CCCCN1C(=O)CNCC1CCCO1 (stereo unspecified)	-0.7	0	9	20	-28	-14	-10	28	-5	6
O=S(=O)(NCc1csc(-c2cccnc2)n1)c1ccc2c(c1)OCCO2	-0.3	0	-7	6	-19	6	-1	x	1	0
Cc1cnc(NC(=O)CSc2nnc(COc3c(C)cccc3C)o2)s1	-1.2	x	-1	-4	2	-13	-29	-2	2	0
C[C@@H]1C=C(C(=O)O)O[C@H](OCc2ccc(CO)cc2)C1	0.1	x	3	1	-13	3	-1	13	3	-1
CN(Cc1ccccc1)C(=O)Cn1c(=O)c2cccn2c2cccnc21	-3.6	-1	6	-2	22	1	-14	-22	-15	-2
C=CCn1c(SCC(=O)N2CCCCCC2)nc2ccccc2c1=O	-2.7	-3	4	34	6	5	-10	-6	-15	0
CC(=O)N1c2ccc(S(=O)(=O)N3CCCC3)cc2CC1C(=O)NCc1cccc(F)c1 (stereo unspecified)	-0.6	1	0	-25	2	8	-15	-2	-9	6
O=C(CCCc1ccccc1)NCCN1CCOCC1	0.5	-1	0	13	19	x	11	-19	2	-1
CCn1c(CNC(=O)Cc2ccc(OC)cc2)nnc1SCC(=O)NC1CCCCC1	-0.6	1	13	0	3	x	-10	-3	-6	-2
C=CCOC(=O)C1=C(C)NC(=S)NC1c1cccs1 (stereo unspecified)	-2.8	2	x	-17	78*	4	11	-78	0	-4
O=C(c1ccc(F)cc1F)N1CCN(c2ncccn2)CC1	0.2	2	7	-7	-1	1	-7	1	-2	-3
CCN(CC(=O)Nc1ccc(Br)c(C)c1)CC(=O)NC(C)C	-0.6	2	15	9	1	0	6	-1	0	-3
CC(C)(C)Cc1nnc(NC(=O)CSc2ccccc2)s1	-0.6	3	-6	-33	-27	x	-16	27	-3	-10
COc1ccccc1CN1C(=NC(=O)CCC2CCCC2)SC2CS(=O)(=O)CC21 (stereo unspecified)	-1.9	1	-2	12	1	-7	-13	-1	-2	1
CN(C(=O)c1ccc(NC(=O)Cc2ccc(NC(=O)C3CCCN(C(=O)C4CCCC4)C3)cc2)cc1)C1CC1 (stereo unspecified)	-1.6	x	2	-4	56	-8	-6	-56	-9	-5
Cc1cccc(NC(=S)NC2CCCC2)c1C	-6.7	-2	-12	1	7	-7	-14	-7	-2	-6
C/C(=N\NC(=O)CNc1cccc(C(F)(F)F)c1)c1ccc(Br)cc1	-0.5	2	3	10	-17	7	-6	17	-6	-1
COc1ccc(-n2c(O)c(C=NCc3ccccn3)c3ccccc3c2=O)c(OC)c1	-1.8	0	9	6	6	x	-3	-6	3	x
O=C(O)COn1c(-c2ccccc2)nc2ccc(Cl)cc21	-0.3	-4	4	-7	-4	1	3	4	0	5
COc1ccc(CN2CCN(c3ncccn3)CC2)c(OC)c1	-3.0	4	0	-6	-6	0	-3	6	-8	-1
Nc1nc(Cl)cc(Oc2ccc(Cl)cc2)n1	1.4	-1	1	54	-12	11	2	12	8	0
CCCC(=O)N(c1ccc(F)cc1)C1C=CS(=O)(=O)C1 (stereo unspecified)	-1.8	-5	45	-6	-2	4	3	2	-6	-1
O=C(C1=C[C@@H](c2csc3ccccc23)C[C@@H](OCCCCO)O1)N1CCN(Cc2ccc3c(c2)OCO3)CC1	-1.3	x	4	-3	8	-2	-2	-8	7	-3

Source: PubChem BioAssay
